Source: PubChem
PTHR1 ag = PTHR1 (human) receptor agonism | HEK293 GP2 PTHR1 cells, GloSensor cAMP luminescence, 1 h | Potency, µM (series often up to 115 µM), without a hit: at the top dose activation, hits mostly activators | Q03431 | 410,000 compounds, 0.075% hits | AID 743266; note: potency is the fitted concentration of half-maximal effect; nearly all actives have a fitted effect of over 55% in size; some results filed as inactive show a strong effect at the top dose; inactives centre near -15; many of its hits are not listed in these tables
Target sequence (Q03431 whole entry, looked up): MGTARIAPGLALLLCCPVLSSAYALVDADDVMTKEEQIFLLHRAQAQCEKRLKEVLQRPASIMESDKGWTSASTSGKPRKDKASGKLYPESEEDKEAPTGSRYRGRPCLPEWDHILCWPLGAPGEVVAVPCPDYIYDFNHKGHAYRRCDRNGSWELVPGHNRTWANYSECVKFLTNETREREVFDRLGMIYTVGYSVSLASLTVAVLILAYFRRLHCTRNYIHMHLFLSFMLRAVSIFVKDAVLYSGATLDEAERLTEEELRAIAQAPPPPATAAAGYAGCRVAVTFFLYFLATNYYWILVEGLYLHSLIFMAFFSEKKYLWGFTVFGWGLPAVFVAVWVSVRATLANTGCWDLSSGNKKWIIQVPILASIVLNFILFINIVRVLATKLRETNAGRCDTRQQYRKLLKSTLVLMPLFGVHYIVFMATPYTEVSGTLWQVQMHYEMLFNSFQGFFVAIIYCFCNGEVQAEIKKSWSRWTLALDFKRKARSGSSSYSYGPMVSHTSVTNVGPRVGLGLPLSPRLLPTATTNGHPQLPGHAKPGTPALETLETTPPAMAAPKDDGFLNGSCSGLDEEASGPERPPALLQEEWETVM
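HEK-293-derived GP2 cells expressing PTHR1 and a GloSensor cAMP reporter, 3,000/well, plated overnight, given luciferin plus IBMX (each 0.5 mM as added) for 1 h at 37 °C, then compound for 1 h at 37 °C. Luminescence was read after 15 min at room temperature.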
Akt phos inh = Akt phosphorylation inhibition. 360,000 compounds, 0.32% hits. AID 651550. activity change, % for hits at 50 µM. Neuro2A IGF-stimulated pAkt S473 HTRF, 20 min; active compounds read low; in the data active = activity change below about -80%; inconclusive = mostly about -51% to -80%; note: % is set by controls: 0 for no effect and ±100 for the full control effect
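Neuro2A cells in DMEM with 0.5% FBS, overnight at 37 deg C, given compound at single 50 µM final, then IGF (6 nM final) for 20 min at 37 deg C. Lysed; phospho-Akt Ser473 by HTRF after 24 h, 665/615 ratio.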
EPAC2 ag = EPAC2 (human) agonism. Q8WZA2. EPAC2 activation, biochemical qHTS; response scale: 100% = 6.5 mM cAMP response. Potency, µM (series often up to 154 µM), for the others: at the top dose activation, actives largely listed as activators. 360,000 compounds, 0.079% hits. AID 720711; note: potency is the fitted concentration of half-maximal effect; nearly all actives have a fitted effect of over 50% in size
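Compounds were added across a concentration range to EPAC2 (100 nM), RAP1B-BODIPY-GDP (250 nM) and GDP (50 uM). After 5 min at room temperature, fluorescence was recorded at 5-min intervals for 30 min.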
DRD3 antagonist = D3 dopamine receptor (human) antagonism. 360,000 compounds, 2.5% hits. max response, negative = inhibition, %. D3R cells, DiscoveRx beta-arrestin luminescence, antagonist mode; active compounds read low. P35462; in the data active = max response below about -50%; inconclusive = no clear call, values can overlap the other calls; note: % is set by controls: 0 for no effect and ±100 for the full control effect; mostly tested at two doses, the higher about 12 µM
Target sequence (P35462 whole entry, looked up): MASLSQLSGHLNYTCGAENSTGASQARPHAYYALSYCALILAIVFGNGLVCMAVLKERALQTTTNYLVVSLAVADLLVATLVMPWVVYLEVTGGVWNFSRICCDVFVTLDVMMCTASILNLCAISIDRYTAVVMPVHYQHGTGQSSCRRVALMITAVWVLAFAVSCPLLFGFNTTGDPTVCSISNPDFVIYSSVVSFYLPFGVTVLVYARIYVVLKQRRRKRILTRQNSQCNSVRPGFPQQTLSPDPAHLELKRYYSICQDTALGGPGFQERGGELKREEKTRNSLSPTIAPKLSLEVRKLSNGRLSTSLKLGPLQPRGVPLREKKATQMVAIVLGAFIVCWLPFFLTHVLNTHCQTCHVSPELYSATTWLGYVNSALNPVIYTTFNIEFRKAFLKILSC
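Cells expressing the human receptor were seeded at 1500 cells/well, incubated overnight at 37 degrees C in 5% CO2, then exposed to library compounds with dopamine controls for 90 minutes at 37 degrees C before luminescent detection.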
DRD3 agonist = activates the human D3 dopamine receptor; D3R DiscoveRx beta-arrestin cells, luminescence, 90 min; max activation, %; 410,000 compounds, 0.58% hits; AID 652048; in the data active = max activation above about 30%; note: 0% is about no effect; mostly tested at two doses, the higher about 12 µM
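Agonist mode: compounds and dopamine controls were applied to plated cells for 90 min at 37 degrees C after an overnight attachment at 1500 cells/well. Luminescent read-out followed 30 - 60 minutes at room temperature with DiscoveRx detection reagent.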
EPAC2 antagonist = EPAC2 (human) antagonism; 360,000 compounds, 0.18% hits; EPAC2 GEF exchange of Rap1B-BODIPY-GDP, fluorescence; Q8WZA2; Potency, µM (titrated, usually from 114 µM), without a hit: at the highest dose activity, negative = inhibition, hits mostly inhibitors; note: potency is the fitted concentration of half-maximal effect; % is set by controls: 0 for no effect and ±100 for the full control effect; nearly all actives have a fitted effect of over 45% in size; many of its hits are not listed in these tables
Mm-Cpn inhibitor = M. maripaludis TRiC chaperonin inhibition; purified Mm-Cpn ATPase, ADP Transcreener TR-FRET; Potency, µM (titrated, usually from 76.9 µM), inactives show at the top dose activity, negative = inhibition, most hits filed as inhibitors; 330,000 compounds, 0.031% hits; note: potency is the fitted concentration of half-maximal effect; % is set by controls: 0 for no effect and ±100 for the full control effect; nearly all actives have a fitted effect of over 80% in size
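Measured: ADP formation by purified Mm-CPN. Conditions: 25 nM protein, 10 uM ATP, Tris pH 7.4 with Mg2+, K+ and DTT, 37°C for 30 min. Detection: Transcreener HTRF after 30 min at room temperature.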
CCT modulator = changes cytosolic chaperonin activity; 360,000 compounds, 0.3% hits; purified chaperonin ATPase assay, HTRF ADP detection, 30 min; activity change, % (test concentration not listed), hits read low; AID 651819; in the data active = activity change below about -30%; note: % is set by controls: 0 for no effect and ±100 for the full control effect
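First, chaperonin was dispensed at 40 nM or 20 nM final depending on batch activity. Next, compounds were pinned at 76 uM and ATP added at 10 uM. After 30 min at 37 °C, ADP detection reagents ran 30 min at ambient temperature.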
* hit, by the source's call; i = inactive; ? = inconclusive; . = no result given; & = joins results of further samples; [ ] = remark or other dose. Unless noted, calls come from the whole dose curve; as a rule, active = well fitted curve in the direction sought with a large enough effect; inconclusive = small, poorly fitted or top-dose-only effect, or another doubt; inactive = no such curve, though single readings can be large; an effect the other way counts as inactive or inconclusive. Only part of the results is shown. The share of hits here may be higher or lower than overall.

(1) O=C(NC(=S)Nc1ccc(S(=O)(=O)Nc2nccs2)cc1)c1cccnc1
(2) Cc1c(C(=O)N2CC3(CC(c4cccc(NC(=O)[C@H]5CCC(=O)N5)c4)=NO3)C[C@@H]2C(N)=O)cc([N+](=O)[O-])cc1[N+](=O)[O-] (stereo partly drawn)
(3) COc1ccccc1NC(=S)N1CCN(c2ccccc2F)CC1
(4) CCCCC(=O)NCc1ccc(F)cc1
(5) O=C(Nc1ccc(F)cc1)C(c1cccc(F)c1)N1CCN(C(=O)c2ccco2)CC1 (stereo not drawn)
(6) O=C(O)c1cc(S(=O)(=O)N2CCCC2)ccc1Br
(7) Cc1ccc(CSc2nncn2-c2ccccn2)cc1
(8) CCOC(=O)c1ccc(S(=O)(=O)NC2CCC(C)CC2)cc1 (stereo not drawn)
(9) Clc1ccc(/C=N\Nc2ccccc2)cc1
(10) N#CC1(c2ccccc2)CCC(=O)N1Cc1ccccc1 (stereo not drawn)

entry no.	1	2	3	4	5	6	7	8	9	10
PTHR1 ag	i	i	-3%	8%	-14%	3%[57.5 µM]	i	-94%[inhibitor]	-1%	22%
Akt phos inh	i	i	i	i	i	.	i	i	i	i
EPAC2 ag	10%	2%	3%	-1%	3%	2%	8%	9%	7%	0%
DRD3 antagonist	-14	3	-18	3	9	6	11	-7	6	35
DRD3 agonist	5	1	-12	2	6	2	-3	-7	-12	10
EPAC2 antagonist	-6%	2%	1%	5%	-2%	11%	0%	-5%	-11%	-13%
Mm-Cpn inhibitor	2%	3%	0%	-4%	.	1%	-3%	-1%	-15%	3%
CCT modulator	-1.8	-2.9	0.2	0.6	.	1.3	2.0	-0.3	1.3	0.1

Profiles, quoted from the list. Order of values: PTHR1 ag | Akt phos inh | EPAC2 ag | DRD3 antagonist | DRD3 agonist | EPAC2 antagonist | Mm-Cpn inhibitor | CCT modulator
`N#CC1(c2ccccc2)CCC(=O)N1Cc1ccccc1` (stereo not drawn) in the list: 22% | i | 0% | 35 | 10 | -13% | 3% | 0.1
`COc1ccccc1NC(=S)N1CCN(c2ccccc2F)CC1` in the list: -3% | i | 3% | -18 | -12 | 1% | 0% | 0.2
`Cc1c(C(=O)N2CC3(CC(c4cccc(NC(=O)[C@H]5CCC(=O)N5)c4)=NO3)C[C@@H]2C(N)=O)cc([N+](=O)[O-])cc1[N+](=O)[O-]` (stereo partly drawn) in the list: i | i | 2% | 3 | 1 | 2% | 3% | -2.9

Next section:
(11) CCCN(CC(=O)Nc1ccccc1OC)C(=O)c1cccc(S(=O)(=O)NCc2ccccc2)c1
(12) CCN(Cc1ccccc1)C(=O)COC(=O)c1c(C)nsc1NC
(13) O=C(O)CCSc1ccc([N+](=O)[O-])cc1[N+](=O)[O-]
(14) CC(=O)Nc1cc2c(cc1Br)-c1ccccc1C2
(15) O=C1NC(NS(=O)(=O)c2ccc(Cl)cc2)(C(F)(F)F)C(=O)N1Cc1cccnc1 (stereo not drawn)
(16) Cc1cccc(OCC(=O)Nc2ccc3oc(=O)ccc3c2)c1
(17) O=C(NCCc1ccc(Cl)cc1)c1ccc2[nH]c(=O)c(=O)[nH]c2c1
(18) O=C(CSc1ncc(-c2ccccc2)n1C1CCCC1)N1CCc2ccccc21
(19) COc1ccc(C)cc1NC(=O)CN1C(=O)COc2ccc(S(=O)(=O)N3CCC(C)CC3)cc21
(20) CCCCn1c(CN2CCN(CCO)CC2)nc2ccccc21

entry no.	11	12	13	14	15	16	17	18	19	20
PTHR1 ag	-2%	-27%	i	-12%	-21%	-3%	i	i	-7%	i
Akt phos inh	i	i	i	i	i	i	i	i	i	i
EPAC2 ag	8%	3%	8%	-5%	1%	1%	6%	-3%	-1%	-2%
DRD3 antagonist	24	7	-26	8	-2	-2	-7	-85*	2	-14
DRD3 agonist	5	7	0	2	-3	-1	-7	-35	3&-7	9
EPAC2 antagonist	-4%	1%	3%	5%	10%	-4%	-5%	5%	-8%	6%
Mm-Cpn inhibitor	2%	0%	1%	.	0%	-5%	-5%	-6%	-1%	2%
CCT modulator	0.1	0.8	-1.3	-6.3	1.3	-0.1	-1.1	-1.1	-1.4	0.5

(21) Cc1ccc(NC(=O)c2snc3ccc(Cl)cc23)cc1C
(22) COCCCNC(=O)CN(c1cccc(Cl)c1)S(C)(=O)=O
(23) COc1ccc(C2C(C(=O)OCC(=O)N3CCCCC3)CCC(=O)N2c2ccc(OC)cc2)cc1 (stereo not drawn)
(24) COC(=O)c1ccc(NC(=S)Nc2ccccn2)cc1
(25) COc1ccc(-c2cccc([C@H]3[C@@H]4C=CC[C@@H](C)[C@@H]4C(=O)N3Cc3ccccc3)c2)cc1
(26) CC(=O)Nc1ccc(NC(=O)COC(=O)c2cnccn2)cc1
(27) O=C(NC1CCCCC1)C(c1cccnc1)N(C(=O)CCl)c1cccc(Cl)c1 (stereo not drawn)
(28) CCn1c(SCC(=O)Nc2sccc2C(N)=O)nnc1C1CC1
(29) CC(=O)NC(C)c1cc(Cl)c2ccccc2c1O (stereo not drawn)
(30) COCCNC(=O)/C(C#N)=C/c1cc(C)n(-c2ccc(C)cc2)c1C

entry no.	21	22	23	24	25	26	27	28	29	30
PTHR1 ag	-4%	i	i	0%[57.5 µM]	-4%	i	-56%[inhibitor]	?	i	-1%
Akt phos inh	i	i	i	i	i	i	i	i	.	i
EPAC2 ag	-1%	4%	1%	4%	0%	2%	2%	4%	5%	1%
DRD3 antagonist	15	21	-10	9	-3	5	?	7	.	?
DRD3 agonist	-6	-2	-3	-4	-21	-3	-6	1	.	-3
EPAC2 antagonist	12%	19%	12%	-6%	-16%	-3%	-12%	-3%	?	-17%
Mm-Cpn inhibitor	-2%	1%	0%	-14%	1%	-1%	-6%	-2%	0%	1%
CCT modulator	0.3	-12	-3.9	-2.7	-0.6	-0.4	-1.8	1.7	.	0.3

(31) CCc1cc2c(SCC(=O)Nc3ccc(Cl)cn3)ncnc2s1
(32) O=C(NC1CCCCC1)c1ccc2c(c1)S(=O)(=O)c1ccccc1C2=O
(33) N#CC1=C(N)OC2=C(C(=O)CCC2)C1c1ccsc1 (stereo not drawn)
(34) O=C(Nc1nnc(-c2ccncc2)o1)c1ccccc1
(35) O=C(c1cc(-c2ccc(Cl)c(Cl)c2)on1)N1CCCCC1
(36) S=C1N(c2ccccc2)C(c2ccc(Br)cc2)N2CCCN12 (stereo not drawn)
(37) Cc1nn(Cc2ccccc2)c(Cl)c1/C=C/C(=O)OCC(=O)N(C)C1CCS(=O)(=O)C1 (stereo not drawn)
(38) Cc1cc(C)c(S(=O)(=O)c2ccccc2)c(OC(=O)c2ccc(Cl)cc2Cl)n1
(39) O=S1(=O)N=C(N2CCN(c3ccc(F)cc3)CC2)c2ccccc21
(40) O=C(O)c1ccc[n+](Cc2ccc([N+](=O)[O-])cc2)c1

entry no.	31	32	33	34	35	36	37	38	39	40
PTHR1 ag	i	i	i	i	-15%	-2%	i	-11%[57.5 µM]	i	-8%
Akt phos inh	i	i	i	i	i	i	i	i	i	i
EPAC2 ag	15%	2%	3%	-2%	-19%	12%	7%	5%	13%	4%
DRD3 antagonist	8	-13	22	-11	-25	-23	-1	67	21	-10
DRD3 agonist	2	-1	3	-4	-3	-19	5	-2	11	2
EPAC2 antagonist	3%	2%	-1%	5%	2%	-2%	-12%	5%	-1%	6%
Mm-Cpn inhibitor	-5%	.	-1%	-12%	-1%	-1%	2%	?	3%	.
CCT modulator	-13	-2.4	1.0	-1.0	0.2	-1.1	-6.7	0.3	-2.0	-3.8

(41) O=C(c1[nH]ncc1-c1ccc(Cl)cc1)C1CO1 (stereo not drawn)
(42) CC(=O)N(Cc1cccs1)Cc1cc2ccc(C)c(C)c2nc1Cl
(43) CC1(C)[N+]([O-])=C2C(=[N+]([O-])C1(C)C)c1ccccc1/C2=N\O
(44) COc1c(F)c(F)c(C(=O)O)c(Nc2ccccc2)c1F
(45) COC(=O)c1ccc(C)c(NS(=O)(=O)c2cn(C)nc2C)c1
(46) CC(Cc1c[nH]c2ccccc12)C(=O)NCc1ccco1 (stereo not drawn)
(47) CC1(C)Cc2c(sc(/N=C/N3CCCCC3)c2C#N)C(C)(C)N1
(48) Cn1c(NNC(=O)/C=C/c2ccc3c(c2)OCO3)cc(=O)n(C)c1=O
(49) O=C(Nc1ccc(F)cc1F)c1ccccc1NC(=O)C1CC=CCC1C(=O)O (stereo not drawn)
(50) CC(=O)Nc1cccc(Nc2ccc(C#N)cc2)c1

entry no.	41	42	43	44	45	46	47	48	49	50
PTHR1 ag	-23%	-1%	-22%[57.5 µM]	i	i	-19%	-1%[57.5 µM]	?	0%	-2%
Akt phos inh	i	i	i	i	i	i	.	i	i	i
EPAC2 ag	8%	7%	5%	-3%	5%	4%	4%	4%	-10%	2%
DRD3 antagonist	-27	37	-19	-13	6	?	-14	-2	-3	1
DRD3 agonist	-9	2	6	9	0	0	21	0	-9	3
EPAC2 antagonist	5%	?	8%	7%	2%	2%	13%	6%	-7%	-13%
Mm-Cpn inhibitor	-1%	0%	-1%	0%	2%	1%	-4%	-4%	0%	.
CCT modulator	-3.9	0.4	-1.7	-78*	1.0	-0.3	2.1	-1.9	0.9	0.5

(51) CCCOC(=O)Nc1cc(OC)c(Cl)cc1OC
(52) Cc1ccc(SCCSc2ncccn2)cc1
(53) CSCC[C@H](NC(=O)[C@@H]1Cc2ccccc2CN1)C(=O)NC[C@H]1CC[C@H](C(=O)O)CC1
(54) O=C(NCCCc1ccccc1)C(=O)NCC1OCCN1S(=O)(=O)c1ccccc1 (stereo not drawn)
(55) Cc1ccc(OCC(=O)Nc2ccc(S(=O)(=O)N3CCCC3)cc2)cc1
(56) CC1(C(=O)O)CCC(C(=O)Nc2ccccc2)C1(C)C (stereo not drawn)
(57) COc1ccc(C(=O)c2cnc3cc4c(cc3c2C)OCO4)cc1

entry no.	51	52	53	54	55	56	57
PTHR1 ag	-23%[57.5 µM]	-21%	-11%	-1%	i	?	i
Akt phos inh	i	i	i	i	i	i	i
EPAC2 ag	-3%	-3%	10%	1%	13%	6%	-16%
DRD3 antagonist	3	23	2	9	4	-22	22
DRD3 agonist	-2	1	-2	1	2	20	14
EPAC2 antagonist	-1%	?	-4%	8%	-6%	-4%	-19%
Mm-Cpn inhibitor	0%	0%	-1%	.	0%	2%	0%
CCT modulator	-3.0	-1.2	0.2	-1.5	1.5	1.4	0.6
